NPY-Y1 antag: blocks the human neuropeptide Y Y1 receptor. HEK293-CNG Y1 cells, membrane potential fluorescence; NPY at EC95, then isoproterenol. P25929. 200,000 compounds, 1% hits. AID 1040. inhibition, % at 3.6 µM;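 active = inhibition above the campaign mean inhibition of all tested compounds plus 3 SD, cut at about 20% in these data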;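 also: 0% = DMSO wells given NPY plus isoproterenol and 100% = isoproterenol alone without NPY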
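Assay system: HEK293 cells with Y1 receptor plus CNG channel | Probe or stimulus: NPY (25 nM), isoproterenol (1 µM), Ro 20-1724 (25 µM) | Timing: Compound incubation 1 h at room temperature, readout 45 min post-stimulation | Measured by: Membrane-potential fluorescent dye readout | Benchmarks: High control isoproterenol alone, low control NPY with isoproterenol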
MDM2 E3 inh: blocks human Mdm2 ubiquitin ligase activity | cell-based MDM2 ubiquitination luciferase reporter, 2 h; 0 = plate control, 100 = twice control, blank-subtracted | 210,000 compounds, 0.11% hits | signal enhancement, % at 5 µM | Q00987;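 active = signal enhancement of 30% or more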;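 also: luminescence tracks abundance of the self-degrading MDM2-luciferase fusion protein; higher signal means inhibition of MDM2 E3 ligase activity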
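system = mammalian cells stably expressing self-ubiquitinating, self-degrading MDM2 E3–luciferase fusion | quantity = 2000 cells per well seeded | incubation = 4 h cell settling then 2 h compound exposure, 37 °C | signal = SteadyLite luminescence, 15 min reagent step | benchmarks = plate control and blank wells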
RBBP9 inhibitor: inhibitors of human serine hydrolase RBBP9; O75884; recombinant RBBP9, FP-Rh probe fluorescence polarization; inhibition, % at 7.94 µM; 220,000 compounds, 0.2% hits; AID 1515;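 active = inhibition above the campaign mean of all tested compounds plus 3 SD, cut at about 14% in these data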;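 also: plate controls were DMSO wells with RBBP9 for no effect and wells lacking RBBP9 protein for full effect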
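Test system: recombinant human RBBP9. Quantity: 2.5 µM RBBP9 dispensing solution, before mixing. Detection: FP readout at 525/598 nm. Reagent: Serine-hydrolase probe FP-Rh, 375 nM pre-mixing. Measure: % inhibition. Control set: DMSO-treated enzyme wells and wells lacking RBBP9. Buffer or medium: Tris-NaCl-Pluronic buffer, pH 8.0. Times: preincubation 30 min plus labeling 45 min at 25 °C.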
p97 inhibitor: inhibitors of human p97 ATPase; P55072; recombinant p97 ATPase, Kinase-Glo ATP luminescence, 3 h; inhibition, % at 8 µM; 220,000 compounds, 0.42% hits; AID 1481; in the data active = inhibition above about 15%;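 also: 0% = DMSO vehicle and 100% = wells lacking enzyme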
Runt-CBFb FRET: Runt domain-CBFb interaction inhibition | Q01196+Q13951 | Cerulean-Runt/Venus-CBFb FRET ratio 530/480, 1 h | inhibition, % at 20 µM | 220,000 compounds, 0.46% hits | AID 1496;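 active = inhibition over about 50% at 20 µM in the single-dose screen, limit read from the data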;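 also: 0% = DMSO wells and 100% = excess unlabeled CBFb competitor control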
Target sequence (Q01196 whole entry, looked up, the tested form may be a part): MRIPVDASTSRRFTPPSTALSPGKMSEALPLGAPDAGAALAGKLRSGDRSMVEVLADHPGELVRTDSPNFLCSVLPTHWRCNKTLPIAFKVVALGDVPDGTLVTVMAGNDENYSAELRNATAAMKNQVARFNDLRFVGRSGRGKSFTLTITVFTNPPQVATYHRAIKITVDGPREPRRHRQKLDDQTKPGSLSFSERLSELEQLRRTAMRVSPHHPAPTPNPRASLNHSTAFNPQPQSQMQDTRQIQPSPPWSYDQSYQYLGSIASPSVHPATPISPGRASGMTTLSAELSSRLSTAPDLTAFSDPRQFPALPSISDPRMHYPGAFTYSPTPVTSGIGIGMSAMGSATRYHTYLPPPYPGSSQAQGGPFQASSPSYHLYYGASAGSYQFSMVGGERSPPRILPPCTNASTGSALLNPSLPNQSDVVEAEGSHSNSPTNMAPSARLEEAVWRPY
Target sequence (Q13951 whole entry, looked up, the tested form may be a part): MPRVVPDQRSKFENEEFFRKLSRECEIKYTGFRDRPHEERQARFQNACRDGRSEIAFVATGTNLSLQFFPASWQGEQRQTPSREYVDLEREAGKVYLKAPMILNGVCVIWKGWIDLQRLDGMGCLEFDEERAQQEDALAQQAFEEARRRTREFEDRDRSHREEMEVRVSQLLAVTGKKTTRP
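Measured by: fluorescence energy transfer, 422 nm excitation, 530/480 nm emission; Assay system: Cerulean-Runt domain; Medium: Tris pH 7.5 buffer with BSA; Measure: loss of energy transfer signal; Controls: 5 µM unlabeled CBFb as full-inhibition high control; Incubation: protein complex preformed 1 h, compound exposure 1 h, room temperature, dark.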
NPY2 pot ag: potentiators or agonists of human neuropeptide Y receptor Y2 | cells expressing NPY-Y2, potentiator/agonist read-out | activation, % at 3.6 µM | 220,000 compounds, 0.45% hits | AID 1359; in the data active = activation above about 27%;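 also: cells stimulated with NPY near EC25 plus isoproterenol at EC100; 0% = vehicle plus submaximal agonist and 100% = vehicle plus saturating agonist; some results beyond the cut were filed as inactive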
Target sequence (P49146 whole entry, looked up): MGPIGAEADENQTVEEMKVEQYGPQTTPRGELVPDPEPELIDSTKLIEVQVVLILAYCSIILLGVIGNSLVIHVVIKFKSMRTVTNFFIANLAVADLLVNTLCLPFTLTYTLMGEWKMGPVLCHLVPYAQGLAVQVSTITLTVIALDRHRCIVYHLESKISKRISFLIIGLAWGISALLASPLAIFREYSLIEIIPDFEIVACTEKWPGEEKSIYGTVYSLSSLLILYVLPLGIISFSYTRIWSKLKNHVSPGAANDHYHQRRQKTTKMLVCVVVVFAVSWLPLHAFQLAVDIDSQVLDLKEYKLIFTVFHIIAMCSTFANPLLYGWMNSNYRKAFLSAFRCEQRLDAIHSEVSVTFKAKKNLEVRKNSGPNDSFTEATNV
Runt-SMMHC FRET: inhibitors of human RUNX1 Runt domain binding to CBFb-SMMHC. inhibition, % at 20 µM. AID 1434. 220,000 compounds, 0.74% hits. Cerulean-Runt/Venus-CBFb-SMMHC FRET ratio 530/480, 1 h;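 active = mean inhibition across duplicate retests at 20 µM reaching about 50%, limit read from the data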;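 also: 0% = DMSO wells and 100% = wells with excess untagged CBFb-SMMHC; inhibitors lower the FRET ratio by blocking Runt binding to CBFb-SMMHC; some results filed as inactive read as strong as hits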
NPY-Y1 PAM-ag: human NPY-Y1 potentiation or agonism, primary screen | 220,000 compounds, 0.37% hits | P25929 | activation, % at 3.6 µM | AID 1304 | NPY-Y1 expressing cells, potentiator/agonist activation; in the data active = activation above about 33%, passing the limit was not always enough;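 also: cells stimulated with NPY at EC10 then isoproterenol at EC100; 0% = low agonist plus stimulus and 100% = saturating agonist plus stimulus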
Hck Nef HTS: inhibitors of human Hck kinase activated by Nef. P08631. 220,000 compounds, 0.68% hits. AID 463187. Recombinant Hck-YEEI plus Nef, Z-Lyte FRET kinase assay. inhibition, % at 20 µM;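 active = Hck-Nef kinase inhibition above about 50%, limit read from the data; inactive = inhibition below that limit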;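 also: 0% = DMSO with Hck plus Nef and 100% = Hck alone without Nef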
Numbers without * were called inactive; · = not tested or not shown.

SMILES	NPY-Y1 antag	MDM2 E3 inh	RBBP9 inhibitor	p97 inhibitor	Runt-CBFb FRET	NPY2 pot ag	Runt-SMMHC FRET	NPY-Y1 PAM-ag	Hck Nef HTS
Cc1nc2ncnn2c(N2CCC(C(=O)NCC3CCCO3)CC2)c1Cc1ccccc1 (stereo unspecified)	1	·	3	6	·	7	·	-8	0
COC(=O)Cc1c(C(=O)OC)nnn1-c1cccc(C(F)(F)F)c1	3	19	-5	8	-22	-3	-4	10	23
COc1cc(S(=O)(=O)N2CCCCC2)ccc1NC=O	-4	-11	6	-3	1	2	-8	6	-2
c1cncc(C(c2nnnn2C2CCCCC2)N2CCCCC2)c1 (stereo unspecified)	8	-3	-12	0	-3	-7	-3	15	20
Cn1nc(-c2ccc(N3CCOCC3)c(NC(=O)c3ccccc3)c2)c2ccccc2c1=O	3	·	-8	0	·	16	·	-3	-1
Cc1ccc(NC(=O)C(=O)NCc2ccc(/C=N/NC(=O)c3c(C)nc4ccccn34)o2)cc1	-2	-9	-6	0	2	-3	3	2	1
O=C(N/C(=C\c1ccc(Br)cc1)C(=O)N1CCCC1)c1ccccc1F	5	4	-9	4	-2	-4	1	-3	21
COCCOC(=O)c1c(NC(=O)CNC2CCCc3ccccc32)sc(C(N)=O)c1C (stereo unspecified)	·	-2	-10	2	-4	-24	-3	-55	4
CCOC(=O)c1ccc(NC(=O)c2nc[nH]c2C(=O)N2CCc3ccccc3C2)cc1	·	-16	·	·	0	·	1	·	16
CN(C)c1nc(N)nc(N(c2ccccc2)c2ccccc2)n1	0	-4	-5	1	0	17	15	1	-3
CCCNC(=O)c1cc2c3ccccc3n(C)c2s1	1	-12	-5	-1	1	5	1	-9	0
CCOC(=O)NC1(Nc2cccc(Cl)c2)Oc2ccccc2O1	-6	-8	-5	7	18	7	8	34	2
O=C(COC(=O)c1c[nH]c(=O)[nH]c1=O)Nc1ccccc1Br	·	-4	8	6	-1	10	0	13	16
CCCCCCC(=O)N/N=C/Cc1ccccc1	6	-16	2	5	-2	7	-4	-6	1
Cc1cccc(Cc2c(C)nc3nc(SCC(=O)O)nn3c2C)c1	5	-13	-4	3	2	-4	0	-13	-1
COC(=O)c1c(N2C(=O)[C@H]3[C@@H](C2=O)[C@]2(C(=O)Nc4ccc(C)cc42)N2CCC[C@@H]32)sc(C)c1C	-5	-7	-2	-1	·	-5	3	0	-14
O=C(Nc1cccc(S(=O)(=O)N2CCCCC2)c1)c1ccc([N+](=O)[O-])o1	-3	10	3	2	0	-1	-2	-6	3
Cc1ccc2c(c1)oc(=O)n2CC(=O)c1ccccc1	·	-11	-7	-2	0	0	1	-11	1
CC(=O)n1cc([C@H]2C=C(C(=O)Nc3ccccc3)O[C@@H](OCc3ccc(CO)cc3)C2)c2ccccc21	19	·	-19	4	-4	-7	-1	-19	9
Nc1nc(NC(=O)/C=C/c2ccccc2)nn1-c1ccccc1	11	-2	3	2	2	-6	3	-7	0
COC(=O)c1cc(COc2ccc3ccc(=O)oc3c2)c(C)o1	4	-17	-1	-1	2	-3	4	-4	7
CCOC(=O)c1nnn(-c2nonc2N)c1CNc1ccc(C)c(Br)c1	11	-16	0	0	-2	11	2	5	-3
COCCSc1nnc(NC(=O)Cc2ccc(OC)cc2)s1	1	-3	-4	3	1	-10	-2	-5	15
CCCCCCCC1CC(=O)C=C(C)C1C(=O)OCC (stereo unspecified)	·	-5	-3	-5	-6	-12	-3	-17	10
Cc1ccc(C2C(C#N)=C(N)Oc3c2sc2ccccc32)o1 (stereo unspecified)	7	-13	-6	-1	12	9	2	-5	6
Cc1ccc(NC(=O)CSc2nc(N)c3c4c(sc3n2)CSC(C)(C)C4)cc1	5	-2	-6	1	-3	-4	4	-9	2
CC(C)N(CCO)C(=O)CCc1nnc(Cc2cccc(C(F)(F)F)c2)o1	4	3	-1	-9	-2	-20	-2	-4	14
Cc1ccc(C2=NOC3(CC(=O)N(c4ccc(C)cc4)C3=O)C2)cc1 (stereo unspecified)	·	-5	-8	5	0	-26	0	-31	18
O=C(Oc1ccc(Br)cc1)C1CC(=O)N(c2ccc(F)cc2)C1 (stereo unspecified)	5	-16	2	-5	-1	-10	-1	-4	0
Cc1ccc(NCc2nnc(SCC(=O)O)n2-c2ccc(C)cc2)cc1	0	-10	-8	3	·	-4	·	-7	19
FC(F)(F)c1nc2ccccc2c2nc3ccccc3n12	0	2	1	3	0	-10	0	-29	-1
CCN1CCN(C(=O)CN(c2ccccc2C)S(C)(=O)=O)CC1	2	-14	3	5	1	-12	3	-11	5
CC1(C)Cc2ccccc2C(=O)N1	2	-8	2	-1	-1	0	-3	4	1
Cc1nn(-c2cccc(C(F)(F)F)c2)c(Cl)c1/C=N/n1cnnc1	5	-15	-5	-3	-5	3	-4	0	-1
Cc1ccc(-n2nnnc2-c2cnc3cc4c(cc3c2C)OCO4)cc1	-4	-7	-4	1	0	1	-2	6	-1
CCCCOC(=O)Cn1c(=O)c2c(nc3n2CCCCN3c2ccc(C)cc2)n(C)c1=O	0	·	-4	4	-3	14	-2	13	0
Cc1cc(C)c(OCCCCN2CCC(C)CC2)c(Br)c1	15	-15	-3	-3	-2	-15	1	-15	28
CN(CCc1ccccn1)C(=O)CCC1CCCN(C(=O)CCOc2ccccc2)C1 (stereo unspecified)	-1	-6	11	1	0	-15	-2	-4	-4
CCOC(=O)C1CCN(C(=O)COc2ccc(Cl)cc2)CC1	-4	·	-1	5	-1	-19	-3	6	-2
O=c1c2[nH]c3ccccc3c2ncn1Cc1ccncc1	5	-9	-6	1	-1	-1	-4	-7	-1
COc1cccc(OC)c1C(=O)Nc1ccc(C)cc1C(=O)c1ccccc1	-7	-1	-4	5	1	21	-2	-27	0
CCOC(=O)c1c(/N=C/c2ccc(O)cc2O)sc2c1CCC2	-4	-12	-7	4	23	2	56*	-12	3
CC(C)OCCCNC(=O)CN1C(=O)CC(C)(C)S(=O)(=O)c2ccccc21	3	-14	-8	1	2	-1	-2	1	0
Cc1ccc2[nH]c(=O)c(CN(Cc3nnnn3C3CCCC3)C3CCCCC3)cc2c1	2	-18	-8	-1	0	-1	-6	-19	3
COc1ccc(CC(NC(C)=O)C(=O)N2CCN(C(=O)N(C(C)C)C(C)C)CC2)cc1 (stereo unspecified)	2	-8	1	-4	-1	0	4	-6	0
CC(C)COc1cccc(C(=O)NC(=S)NCc2cccnc2)c1	5	-8	-1	-3	-2	-8	1	-5	2
COc1ccc2c(CC#N)c[nH]c2c1	-4	-2	-2	4	-1	13	-6	19	1
S=C(NCC1CCCO1)Nc1cccc2ccccc12 (stereo unspecified)	1	1	-7	-1	2	-3	0	-16	18
Nn1c(SCC(=O)NC2CCCCC2)nnc1C1CC1	-5	-8	-2	1	0	-11	-1	14	-1
C=CCNc1nc(Nc2ccccc2F)nc(OCC)n1	1	-7	-1	0	6	3	2	14	10
COc1cccc(C2=CC(c3cccc(OC)c3OC(F)F)n3nnnc3N2)c1 (stereo unspecified)	8	4	-1	0	0	-6	-9	-11	1
O=S(=O)(c1cccs1)N1CCC(CO)(Cc2ccc(Cl)cc2)CC1	-2	-4	0	-1	-2	7	3	-1	11
COc1cc2c(cc1OC)CN(c1ccc([N+](=O)[O-])cc1C#N)CC2	2	-9	-38	4	16	0	6	-9	2
NC(=O)COC(=O)c1sc2ccccc2c1Cl	2	-12	-10	4	0	-18	-5	-24	42
COc1ccc([C@@H]2C[C@@H](c3ccccc3)Oc3cc(OC)c(OC)c(OC)c32)cc1	·	-1	·	·	2	·	1	·	28
CCOC(=O)c1nnn(-c2ccccc2)c1C	0	·	-2	3	0	-7	-1	-9	2
CSc1n[nH]c(=O)n1-c1ccc(Cl)cc1	·	-18	-9	-3	1	-17	0	-22	0
Cc1cc2c(ncn2C)c(NS(=O)(=O)c2ccc(Cl)cc2)c1C	1	12	-1	-1	-2	4	-1	8	22
CCOC(=O)N(Cc1ccccc1)C(C(=O)O)C(C(=O)O)N(Cc1ccccc1)C(=O)OCC (stereo unspecified)	-6	-4	1	2	0	8	0	-15	-1
COc1ccc(-c2ccc(C(c3c(C)[nH][nH]c3=O)c3c(C)[nH][nH]c3=O)o2)c([N+](=O)[O-])c1	0	-16	-6	15*	20	1	5	-4	22

Next entries
SMILES	NPY-Y1 antag	MDM2 E3 inh	RBBP9 inhibitor	p97 inhibitor	Runt-CBFb FRET	NPY2 pot ag	Runt-SMMHC FRET	NPY-Y1 PAM-ag	Hck Nef HTS
CC1(c2nnc(-c3ccc(Cl)cc3)o2)CC(c2c(Cl)cccc2Cl)=NO1 (stereo unspecified)	·	7	·	·	1	·	-2	·	19
Cc1nn(-c2ccccc2)c(Cl)c1/C=N/NC(=O)CNC(=O)c1ccccc1Cl	-2	-13	39*	2	-1	4	1	-7	3
COc1cccc(CC(=O)N2CCCC(CCC(=O)N3CCN(c4ccccn4)CC3)C2)c1 (stereo unspecified)	-1	1	-5	-6	2	-7	4	-7	18
CC(C)c1ccc(CN(C)CC(O)c2ccccc2)cc1 (stereo unspecified)	3	-5	0	1	-2	-2	1	-17	20
COc1ccc(CN(C(=O)Cc2c[nH]c3ccccc23)C(C(=O)NC2CCCCC2)c2ccc(C)o2)cc1 (stereo unspecified)	9	-12	-4	1	1	-5	2	16	1
CCCC(=O)Nc1ccc2oc(-c3cccnc3)nc2c1	0	7	-6	0	-1	7	-4	2	1
CCOCCCNc1ccc(-c2ccccc2)nn1	13	-69	4	4	0	-1	-3	15	-1
CCOC(=O)c1sc(NC(=O)c2ccc(S(=O)(=O)N3CCCCC3)cc2)nc1-c1ccccc1	3	-12	-6	-2	-2	-3	3	0	2
